# Screens from PubChem.
# NPR2 activator: human GC-B receptor activators, primary screen, HEK293 GC-B cells, cGMP TR-FRET, EC30 CNP; Atrial natriuretic peptide receptor 2 (Homo sapiens), P20594; 0% at EC30 CNP, 100% saturating CNP; activation, % at 10 µM; 370,000 compounds, 0.11% hits; AID 1920062, 2024;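 active means activation at 10 µM reaching about 35% in either raw or pattern-adjusted values, limit read from the data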
# Target sequence (P20594 whole entry, looked up): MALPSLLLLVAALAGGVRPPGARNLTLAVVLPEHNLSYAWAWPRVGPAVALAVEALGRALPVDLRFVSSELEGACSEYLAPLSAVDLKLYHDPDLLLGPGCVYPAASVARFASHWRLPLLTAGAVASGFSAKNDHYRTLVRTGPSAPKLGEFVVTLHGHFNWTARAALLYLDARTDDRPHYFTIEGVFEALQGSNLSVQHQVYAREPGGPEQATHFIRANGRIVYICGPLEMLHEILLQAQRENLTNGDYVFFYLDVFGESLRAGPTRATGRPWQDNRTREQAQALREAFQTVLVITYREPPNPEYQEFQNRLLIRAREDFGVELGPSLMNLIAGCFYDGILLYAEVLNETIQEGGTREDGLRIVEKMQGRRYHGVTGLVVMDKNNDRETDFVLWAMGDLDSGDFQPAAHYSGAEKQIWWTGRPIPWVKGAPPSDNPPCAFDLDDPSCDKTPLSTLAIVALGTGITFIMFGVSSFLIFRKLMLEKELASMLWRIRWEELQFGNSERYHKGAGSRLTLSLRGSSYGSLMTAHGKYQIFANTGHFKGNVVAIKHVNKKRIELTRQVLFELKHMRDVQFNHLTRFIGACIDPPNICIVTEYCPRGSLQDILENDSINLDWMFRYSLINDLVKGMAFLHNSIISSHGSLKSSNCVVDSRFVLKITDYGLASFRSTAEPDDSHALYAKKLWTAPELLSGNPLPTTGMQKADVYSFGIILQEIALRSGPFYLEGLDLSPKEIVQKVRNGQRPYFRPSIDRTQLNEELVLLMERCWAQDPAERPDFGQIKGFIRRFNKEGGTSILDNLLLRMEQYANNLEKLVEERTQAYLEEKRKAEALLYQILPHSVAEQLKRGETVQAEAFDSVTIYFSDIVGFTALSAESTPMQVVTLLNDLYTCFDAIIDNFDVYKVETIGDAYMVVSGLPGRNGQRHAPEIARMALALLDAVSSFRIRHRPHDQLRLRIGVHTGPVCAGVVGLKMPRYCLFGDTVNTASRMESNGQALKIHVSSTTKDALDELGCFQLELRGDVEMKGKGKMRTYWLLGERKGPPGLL
# SIAE inh: human SIAE inhibitors, primary screen, biochemical, fluorescence polarization, FP-Rh probe, 1536-well HTS; SIAE FP-Rh probe binding; 370,000 compounds, 0.69% hits; Sialate O-acetylesterase (Homo sapiens), Q9HAT2; inhibition, % at 9.66 µM;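 active means inhibition above a cutoff: mean of compounds within the control limits plus 3 SD of those, cut at about 17% in these data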;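 further: 0% = plate median of compound wells and 100% = probe without SIAE protein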
# TCR-CD3 inh: inhibitors of human TCR-CD3 interaction, primary screen, biochemical, fluorescence, TAMRA-labeled TCR probe. T-cell receptor (TCR). 360,000 compounds, 0.37% hits. inhibition, % at 9.4 µM; in the data active means inhibition above about 19%;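 further: recombinant mutant TCR 2C K166C tagged with TAMRA read by polarization; 0% = receptor in buffer alone and 100% = receptor with positive control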
# HTRA1 inh: HTRA1 serine protease inhibitors, primary screen, biochemical, fluorescence polarization, HTS; AID 504803, 2011; 340,000 compounds, 0.5% hits; recombinant HTRA1, FP-rhodamine activity-based probe; inhibition, % at 5.96 µM; in the data active means inhibition above about 36%;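 further: 0% = enzyme with DMSO and 100% = wells lacking enzyme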
# MBD2 inh: inhibitors of MBD2 binding to methylated DNA, primary screen, biochemical, TR-FRET, DNA-binding domain, human | Methyl-CpG-binding domain protein 2 (Homo sapiens), Q9UBB5 | AID 686964, 2013 | MBD2 binding to methylated oligonucleotide | inhibition, % at 4.4 µM | 370,000 compounds, 0.31% hits; in the data active means inhibition above about 13%
# ABHD4 inh: ABHD4 inhibitors, primary screen, biochemical, fluorescence polarization, mouse. inhibition, % at 8.92 µM. purified mABHD4, FP-Rh probe fluorescence polarization. 370,000 compounds, 0.54% hits. (Lyso)-N-acylphosphatidylethanolamine lipase (Mus musculus), Q8VD66. AID 720543, 2013;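 active means inhibition exceeding the mean over every tested compound plus 3 SD, cut at about 30% in these data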;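 further: 0% = plate median of compound wells and 100% = S159A mutant with DMSO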
#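 system = mouse ABHD4 enzyme, wild type | medium = HEPES pH 7.0, NaCl, Pluronic buffer | also added = FP-Rh probe | incubation = Enzyme–compound pre-incubation 45 min, then probe 60 min, both 25 °C | technique = fluorescence polarization, excitation 525 nm, emission 598 nm, BODIPY TMR filters | controls = S159A mutant high control, sample median low control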
# NPR1 activator: GC-A stimulated cGMP production enhancers – HEK293 GC-A cells, cGMP TR-FRET, EC30 ANP, primary screen. 370,000 compounds, 0.14% hits. Atrial natriuretic peptide receptor 1 (Homo sapiens), P16066. activation, % at 10 µM. 0% at EC30 ANP, 100% saturating ANP; in the data active means activation above about 40%
# UHRF1 MBD2 ctr: UHRF1 methylated DNA binding inhibitors, primary screen, counter-screen for MBD2 inhibitor project, biochemical, TR-FRET, human UHRF1, single concentration | AID 687016, 2013 | 370,000 compounds, 0.75% hits | E3 ubiquitin-protein ligase UHRF1 (Homo sapiens), Q96T88 | inhibition, % at 4.4 µM | UHRF1 binding to methylated oligo; in the data active means inhibition above about 21%;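 further: UHRF1 SRA domain binding a hemimethylated CpG hairpin DNA probe; 0% = median of test compound wells and 100% = reference inhibitor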
# rCAG RNA binder: binders of r(CAG) RNA repeats, primary screen, biochemical, fluorescence. r(CAG) RNA repeat, TO-PRO-1 dye displacement fluorescence. inhibition, % at 3 µM. 370,000 compounds, 1.3% hits;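 active means inhibition above the plate cutoff, the mean of all test compounds on that plate plus 3 SD, cut at about 35% in these data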;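 further: 0% = DMSO alone and 100% = 100 µM mitoxantrone as full dye displacement; higher means more dye released from RNA so lower well fluorescence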
# PRMT1 FP inh: PRMT1 methyltransferase inhibitors, primary screen, biochemical, fluorescence polarization; Protein arginine N-methyltransferase 1 (Homo sapiens), Q99873; recombinant PRMT1, activity-based probe fluorescence polarization; inhibition, % at 2.79 µM; 370,000 compounds, 1.3% hits;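 active means inhibition above about 21% made by adding two undisclosed values, limit read from the data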
# Active calls of the source: *; / = no result given. Some of the compounds tested; rates above refer to the full screens.
cpd	mol	NPR2 activator	SIAE inh	TCR-CD3 inh	HTRA1 inh	MBD2 inh	ABHD4 inh	NPR1 activator	UHRF1 MBD2 ctr	rCAG RNA binder	PRMT1 FP inh
1	O=C(CCC(=O)c1ccc(F)cc1)Nc1cccc(S(=O)(=O)Nc2cccc(Cl)c2)c1	3.1	-32.5	8.8	-45.5	4.9	-32.7	0.6	-2.9	23.1	2.8
2	COc1ccc(-n2c(C)nn(C)c2=O)c(OC)c1	1.3	-2.3	-2.8	2.1	3.0	-0.5	5.2	2.0	-0.1	2.5
3	CCOC(=O)c1csc(NC(=O)c2ccc(S(=O)(=O)N(CC)CC)cc2)n1	4.0	-8.1	-0.7	-1.7	3.2	-7.9	2.3	-2.5	-1.2	-1.5
4	COc1ccc(C(=O)Nn2c(SCC(=O)NC3CCCC3)nc3ccccc3c2=O)cc1	7.8	0.4	-1.1	0.2	1.4	-3.6	2.5	3.0	2.3	-7.8
5	O=C(CSc1ncn(-c2ccccc2)n1)Nc1nc2ccccc2s1	-13.7	-14.9	2.7	-34.9	4.4	-16.6	2.1	-3.5	7.7	9.2
6	COc1c(F)c(F)c(C(=O)Nc2ccc(-c3nc4ccccc4[nH]3)cc2)c(F)c1F	0.7	1.9	1.5	-1.5	2.6	4.0	-1.4	-1.1	1.0	-1.1
7	CCN(C(=O)CSc1nc2ccccc2c(=O)n1C(C)COC)C1CCS(=O)(=O)C1 (stereo not given)	-5.1	4.7	6.1	5.7	-7.2	1.1	-1.4	0.8	-4.0	3.4
8	CS/C(=N\S(=O)(=O)c1cccs1)Nc1ccc(F)cc1	4.4	-5.1	6.2	1.6	1.4	7.9	0.6	-3.1	3.6	-2.9
9	c1ccc(-c2ccc(C(c3ccccc3)n3ccnc3)cc2)cc1 (stereo not given)	3.8	-2.5	-6.7	-37.5	-0.7	-1.0	-0.1	4.2	-0.2	2.4
10	CCCC(=O)N1CCN(S(=O)(=O)c2cc(Cl)ccc2OC)CC1	-2.1	4.4	1.1	2.4	-1.7	6.6	0.1	0.1	-2.8	-3.5
11	Cc1cccc(C)c1NC(=O)C1(C)CSCC(=O)N1CCc1ccccc1 (stereo not given)	-3.9	1.4	4.3	/	2.4	4.7	3.3	2.4	4.2	3.2
12	Cc1cc2oc3ccc(NCCC4CCCN4C)cc3c(=O)c2cc1C (stereo not given)	-3.6	-5.0	5.3	2.0	2.1	15.8	15.5	-15.0	13.3	1.5
13	CCN(CC)C(=O)c1ccc2sc([C@H]3C[C@H](O)[C@@H](CO)O3)nc2c1	5.1	-4.4	-4.4	/	21.1*	11.0	2.7	2.9	2.2	3.5
14	CCN(CC)S(=O)(=O)c1ccc(Cl)c(NC(=O)CSc2nnc(-c3cccs3)o2)c1	-3.1	-0.7	-7.4	-11.5	-3.0	-13.0	-2.2	-1.8	7.5	-0.7
15	CSc1ccc(NC(=O)C(C)N2CCN(C)CC2)cc1 (stereo not given)	1.1	5.4	-7.0	4.3	-2.8	18.5	4.4	-2.3	-2.3	-2.9
16	O=C(Cc1ccc(NC(=O)C2CCN(C(=O)C3CCCC3)CC2)cc1)Nc1cccc(C(=O)N2CCCCC2)c1	2.5	5.6	4.4	2.6	-1.3	-0.2	3.5	-0.6	1.9	-5.7
17	Cc1c(NC(=O)c2cccc(NC(=O)COc3ccccc3)c2)c(=O)n(-c2ccccc2)n1C	1.7	1.9	-3.3	-5.3	-5.7	-5.5	0.2	0.6	1.0	4.8
18	CC(C)COc1ccc(C(=O)NC(Cc2c[nH]c3ccccc23)C(=O)NN)cc1 (stereo not given)	-1.3	-14.3	3.9	-40.9	0.4	-14.4	-1.4	0.2	8.9	-2.1
19	Cn1cc(CC(=O)Nc2cccc(C#N)c2)c2ccccc21	0.6	0.9	7.2	0.5	-3.8	0.7	1.9	-0.3	5.5	-0.1
20	COCCNC(=S)N(CCc1c(C)[nH]c2ccc(Cl)cc12)Cc1cccs1	-10.5	9.4	6.0	-36.2	4.3	-17.3	-20.4	-0.6	1.9	-4.7
21	COc1cccc(-c2ncn(CCc3ccccc3OC)c2C(C)C)c1	-8.0	-0.2	0.4	/	-2.2	-6.3	-6.2	-3.8	-1.3	-2.2
22	CC(C)OC(=O)CSc1nnc(-c2ccc([N+](=O)[O-])cc2)o1	-6.5	-9.1	0.5	0.7	7.5	-11.4	0.9	4.1	-1.3	0.6
23	CCN(CC)c1ccc(S(=O)(=O)N2CCOCC2)cc1NC(=O)CNCc1cccc(Cl)c1	6.7	12.3	3.1	-28.3	-4.4	3.2	-1.4	-0.4	-1.5	-5.5
24	O=S(=O)(NCC1CCCO1)c1ccc(S(=O)(=O)N2CCCC2)cc1 (stereo not given)	-3.0	-1.6	6.1	-1.4	1.6	4.0	-0.7	-2.5	0.5	-3.1
25	CN(CCc1ccccc1)c1cc2c(c3c1ccn3C)C1CCC2C1 (stereo not given)	-3.0	13.7	4.4	/	-6.4	2.3	-1.6	-3.5	2.5	-1.1
26	COc1ccc(CN(Cc2ccccn2)C(=O)CN2C(=O)C(C)Oc3ccccc32)cc1 (stereo not given)	-3.7	0.0	-7.3	-2.4	-2.8	-5.5	-11.3	-2.2	-2.3	-3.2
27	COc1ccc(-c2ncncc2-c2csc(C)n2)c(O)c1	-19.3	2.9	-5.1	0.6	-1.9	2.5	2.4	8.9	2.3	0.4
28	COc1cccc(NC(=O)c2ccc3snnc3c2)c1	-2.9	1.3	-1.8	-11.7	-2.5	1.0	3.5	-0.6	2.6	-0.3
29	O=C(Nn1cnc2ccccc2c1=O)c1ccccc1F	-0.5	5.0	-1.5	-1.6	-4.9	4.8	3.7	-1.2	2.4	1.7
30	COc1ccc(-n2c(=O)[nH]cc(C(=O)Nc3ccc4c(c3)OCCO4)c2=O)cc1OC	4.1	-3.5	8.8	3.4	0.8	-2.3	3.8	8.8	4.8	0.1
31	CCN(CC)S(=O)(=O)c1cc(NC(=O)COC(=O)CCc2nc3ccccc3s2)ccc1C	0.4	4.6	9.5	-17.7	-4.0	2.8	-1.8	-1.7	-0.3	-0.5
32	NCCSc1c(-c2ccc(F)cc2)[nH]c2ccccc12	-6.1	4.5	6.5	-9.3	-6.4	16.6	-20.1	-1.0	6.7	0.2
33	CC(=O)Oc1c(S(=O)(=O)c2ccccc2)c(C)nn1C(C)(C)C	0.5	-3.0	12.5	-10.6	4.4	7.3	-4.4	5.0	-2.7	-2.3
34	COc1cc(NC(=O)c2ccccc2)c(OC)cc1NC(=O)CN1C(=O)N(C)C2(CCCCC2)C1=O	4.6	7.9	-5.3	2.6	1.8	-1.9	3.4	-0.8	2.9	-0.9
35	Cc1cccn2c(=O)c3cc(C(=O)NCCN4CCOCC4)c(=N)n(Cc4cccnc4)c3nc12	-2.2	-1.5	0.5	7.6	-4.8	2.3	16.2	-6.4	-10.2	-1.7
36	O=C(NCc1ccccc1)C1CCCN1S(=O)(=O)c1ccc(F)cc1 (stereo not given)	0.2	4.5	-7.2	4.5	1.9	-2.1	-1.2	4.8	-1.0	0.2
37	Cc1ccc(NC(=O)Cn2sc3ccccc3c2=O)cc1	9.3	-0.9	-3.6	-0.1	2.3	10.8	17.9	-0.8	3.2	91.8*
38	Cn1c(N)c(C#N)c(-c2ccccc2)c(C#N)c1=O	-3.7	2.9	1.3	/	-1.5	-2.5	-0.2	-2.1	1.5	-3.6
39	CCOc1ccc(NC(=O)CNC(=O)c2cn(-c3ccccc3OC)c(=O)c3ccccc23)cc1	0.3	-0.2	-1.3	0.6	6.6	-1.1	-2.2	1.8	-1.9	-0.1
40	O=C(CNC(=O)c1ccc2c(c1)OCO2)N/N=C/c1cccc([N+](=O)[O-])c1	-7.2	3.1	1.9	-0.1	-3.9	-1.6	1.1	0.8	4.4	-3.9
41	CC(NC(=O)c1ccccc1)c1nc2ccccc2n1Cc1ccccc1F (stereo not given)	2.0	0.3	-0.1	/	2.0	-0.4	3.5	2.1	-4.3	-2.1
42	O=C(CC1C(=O)NCCN1Cc1cccc(F)c1)NC1CCC1 (stereo not given)	7.8	8.4	5.5	-5.2	-1.6	0.3	1.6	-3.1	-0.4	4.4
43	Cc1[nH]c2ccccc2c1/C=N/NC(=O)c1cccc(S(=O)(=O)Nc2cccc(C(F)(F)F)c2)c1	-0.8	18.8*	5.2	30.6	2.5	-21.2	2.2	-3.0	65.4*	-0.8
44	O=C(NCC(=O)N(c1ccccc1)C(C(=O)NC1CCCCC1)c1cccnc1)c1cccs1 (stereo not given)	0.7	-8.9	-5.0	10.7	1.3	-0.2	-2.7	4.7	-5.8	0.3
45	COc1cc(O)c(C(CC(=O)N2CCCCC2)c2ccc(N(C)C)cc2)c(OC)c1 (stereo not given)	13.2	2.7	-2.3	-3.7	0.8	-2.8	-0.6	-0.7	-2.2	0.7
46	Cn1nc(C(=O)N2CCN(c3ccccc3)CC2)c2c1-c1ccccc1S(=O)(=O)C2	-0.2	6.2	-2.4	-0.9	2.4	5.5	-0.2	-1.0	-5.0	2.3
47	O=C(NC1CCN(Cc2ccccc2)CC1)c1ccc2c(c1)OCCCO2	1.0	1.1	-1.6	7.7	-0.3	-0.7	-4.2	-2.1	-2.2	-6.3
48	Cc1cccc(-n2ncc3c(NCCc4ccc(S(N)(=O)=O)cc4)ncnc32)c1	-0.8	-10.3	-5.0	-9.8	-2.6	-11.5	-6.9	-0.9	8.7	-2.6
49	COc1ccc2cc(Br)ccc2c1CC(=O)NC(C)C	-8.1	-3.7	2.6	-6.2	-4.7	-1.4	-17.1	3.7	-3.5	0.1
50	O=C(CSc1ccc(-c2ccco2)nn1)NCc1ccccc1	0.0	11.2	1.2	10.1	-5.9	11.2	2.2	-1.1	9.1	41.5*
51	COc1cc(COc2ccc(-c3nnco3)cc2)ccc1OC(F)F	5.1	0.1	0.6	6.7	4.4	0.2	5.3	-1.0	0.7	-8.7
52	CC(C)CCNc1nc(N2CCCC2)c2c(c1C#N)CCN(C)C2	3.7	7.0	2.4	5.0	-0.2	16.1	13.9	-2.6	-10.7	-0.3
53	CCOc1cc(/C=N/NC(=O)C(=O)NC2CC2)cc(Br)c1O	-10.0	6.2	-5.3	4.8	0.9	-0.5	-8.1	1.5	-1.4	1.6

# Taken from above.
# ABHD4 inh result of COc1cc(O)c(C(CC(=O)N2CCCCC2)c2ccc(N(C)C)cc2)c(OC)c1 (stereo not given) reads -2.8
# NPR1 activator result of CC(NC(=O)c1ccccc1)c1nc2ccccc2n1Cc1ccccc1F (stereo not given) reads 3.5
